# Screening data: PubChem, National Center for Advancing Translational Sciences (NCATS)
# TrxR1 substrate = qHTS Assay for Substrates of Mammalian Selenoprotein Thioredoxin Reductase 1 (TrxR1): qHTS; 390,000 compounds, 0.01% hits; Thioredoxin reductase 1, cytoplasmic (Rattus norvegicus), O89049; Potency, µM (highest dose often 114 µM), for inactives: at the highest dose activity change, negative = substrate turnover; purified TrxR1 substrate turnover, NADPH consumption readout; note: % is set by controls: 0 for no effect and ±100 for the full control effect; nearly all actives have a fitted effect of over 50% in size
# Target sequence (O89049 whole entry, looked up): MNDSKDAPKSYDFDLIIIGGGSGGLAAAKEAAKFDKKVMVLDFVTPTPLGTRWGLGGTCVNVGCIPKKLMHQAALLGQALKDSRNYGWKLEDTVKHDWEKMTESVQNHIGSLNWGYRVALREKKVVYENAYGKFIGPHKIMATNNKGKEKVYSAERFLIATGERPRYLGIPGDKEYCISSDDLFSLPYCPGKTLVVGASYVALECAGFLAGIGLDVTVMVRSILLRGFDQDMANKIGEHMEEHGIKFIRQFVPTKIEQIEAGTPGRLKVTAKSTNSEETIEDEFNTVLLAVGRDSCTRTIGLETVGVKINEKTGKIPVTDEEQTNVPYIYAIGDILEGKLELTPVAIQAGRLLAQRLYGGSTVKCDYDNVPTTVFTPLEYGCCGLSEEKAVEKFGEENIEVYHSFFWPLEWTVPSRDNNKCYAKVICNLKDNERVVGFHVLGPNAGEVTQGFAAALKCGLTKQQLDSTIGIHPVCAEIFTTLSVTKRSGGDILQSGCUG
#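 Rat TrxR1, dispensed at 90 nM, was prereduced with 400 uM NADPH (final) for 5 min at ~22 deg C, then incubated with compound 15 min before 400 uM selenite. A first-read NADPH fluorescence drop versus no-compound background flagged substrates.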
# rTrxR1 inhibitor = qHTS Assay for Inhibitors of Mammalian Selenoprotein Thioredoxin Reductase 1 (TrxR1): qHTS; Thioredoxin reductase 1, cytoplasmic (Rattus norvegicus), O89049; AID 588453, 2011; Potency, µM (titrated, usually from 114 µM), for the others: at the highest dose activity change, negative = inhibition, hits mostly inhibitors; 390,000 compounds, 1% hits; recombinant rTrxR1, NADPH fluorescence consumption, selenite substrate; note: % is set by controls: 0 for no effect and ±100 for the full control effect; nearly all actives have a fitted effect of over 65% in size
#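 Rat TrxR1 (90 nM in the dispensed reagent) was pre-reduced with 400 uM NADPH for 5 min at room temperature, then incubated with compound for 15 min. After 400 uM selenite was added, NADPH fluorescence (Ex 340/Em 450 nm) was followed for 8 min.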
# 12-LOX inh = Primary qHTS assay for inhibitors of human arachidonate 12S-lipoxygenase (ALOX12): Round 2; purified 12hLO, xylenol orange hydroperoxide absorbance; Polyunsaturated fatty acid lipoxygenase ALOX12 (Homo sapiens), P18054; AID 1671190, 2021; Potency, µM (top dose mostly 108 µM), for the others: at the highest dose activity change, negative = inhibition, most hits filed as inhibitors; 580,000 compounds, 1.1% hits; note: % is set by controls: 0 for no effect and ±100 for the full control effect
#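 Hydroperoxide product was detected by ferrous iron/xylenol orange as the 573 to 405 nm absorbance ratio. Arachidonic acid at 40 uM (final) was turned over for 30 min at room temperature by 150 nM human 12hLO, pH 7.0 Hepes buffer, after 15 min compound preincubation.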
# IDH1 R132H inh = qHTS for Inhibitors of mutant isocitrate dehydrogenase 1 (IDH1): qHTS; IDH1-R132H enzyme, NADPH consumption, diaphorase/resazurin fluorescence; Potency, µM (top dose mostly 76.6 µM), inactives show at the top dose activity change, negative = inhibition, most hits filed as inhibitors; 390,000 compounds, 0.093% hits; note: % is set by controls: 0 for no effect and ±100 for the full control effect; nearly all actives have a fitted effect of over 65% in size
#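 IDH1-R132H (0.5 ug/mL) preincubated 30 min with compound, then NADPH (0.016 mM) and alpha-KG (2 mM) added; 80 min at RT, pH 7.5. Remaining NADPH coupled via diaphorase/resazurin to fluorescence (540/590 nm); concentration-response curves normalized to no-enzyme control.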
# USP1-UAF1 inh = Inhibitors of USP1/UAF1: Primary Screen | Potency, µM (highest dose often 57.1 µM), without a hit: at the highest dose activity change, negative = inhibition, most hits filed as inhibitors | recombinant USP1/UAF1, Ub-Rhodamine cleavage fluorescence | AID 743255, 2014 | Ubiquitin carboxyl-terminal hydrolase 1 (Homo sapiens), O94782 | 390,000 compounds, 0.23% hits; note: % is set by controls: 0 for no effect and ±100 for the full control effect; nearly all actives have a fitted effect of over 60% in size; inactives centre near -12
#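 USP1/UAF1 complex (1 nM) preincubated 15 min at room temperature with compound, then Ub-Rho substrate (150 nM final) added. Kinetic fluorescence at 480/540 nm over 6 reads at 60 s intervals; 50 mM HEPES pH 7.8, 0.5 mM EDTA, 0.1 mg/ml BSA, 1 mM TCEP, 0.01% Tween-20.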
# Vif-APOBEC3G blk = qHTS for Inhibitors of Vif-A3G Interactions: qHTS | DNA dC->dU-editing enzyme APOBEC-3G (Homo sapiens), Q9HC16 | HeLa A3G-eYFP + Vif (tagged APOBEC3G with the HIV-1 protein that degrades it), YFP fluorescence, overnight | Potency, µM (series often up to 46.1 µM), inactives show at the top dose activity, negative = active, hits mostly inhibitors | 410,000 compounds, 0.076% hits | AID 602310, 2012;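 note: % is set by controls: 0 for no effect and ±100 for the full control effect; nearly all actives have a fitted effect of over 60% in size; hits raise eYFP signal because A3G escapes Vif-driven loss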
# Target sequence (Q9HC16 whole entry, looked up): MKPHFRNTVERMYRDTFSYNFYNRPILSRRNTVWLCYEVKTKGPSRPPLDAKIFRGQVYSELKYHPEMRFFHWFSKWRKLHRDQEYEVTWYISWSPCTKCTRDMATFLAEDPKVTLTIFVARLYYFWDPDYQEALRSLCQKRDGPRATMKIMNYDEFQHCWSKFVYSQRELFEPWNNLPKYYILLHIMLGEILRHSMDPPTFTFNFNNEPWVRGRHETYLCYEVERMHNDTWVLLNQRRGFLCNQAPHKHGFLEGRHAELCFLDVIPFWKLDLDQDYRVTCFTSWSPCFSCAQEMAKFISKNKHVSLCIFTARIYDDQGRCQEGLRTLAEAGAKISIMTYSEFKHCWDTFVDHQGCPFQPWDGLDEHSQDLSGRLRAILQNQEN
#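 Read-out is eYFP fluorescence (Ex 488/Em 500-530) from Vif-expressing HeLa A3G-eYFP cells; more signal means A3G escaped Vif-mediated degradation. Cells plated overnight, compound pinned in, incubated overnight at 37 deg C.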
# Vif-APOBEC3F blk = qHTS for Inhibitors of Vif-A3F Interactions: qHTS. 390,000 compounds, 0.2% hits. Potency, µM (titrated, usually from 46.1 µM), without a hit: at the top dose activity, negative = active. HeLa A3F-eYFP + Vif (tagged APOBEC3F with the HIV-1 protein that degrades it), YFP fluorescence increase; note: % of control where 0% means no effect; nearly all actives have a fitted effect of over 65% in size
#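 Fluorescence increase (Ex 488/Em 500-530) after overnight compound treatment at 37 deg C flags inhibition of Vif-driven A3F-eYFP loss in stable HeLa A3F-eYFP/Vif cells seeded overnight beforehand.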
# RGS4 inh = Inhibitors of Regulator of G Protein Signaling (RGS) 4: qHTS | Regulator of G-protein signaling 4 (Homo sapiens), P49798 | Transcreener GDP fluorescence polarization, RGS4-accelerated GTP hydrolysis | Potency, µM (doses to about 114 µM), inactives show at the top dose activity change, negative = inhibition, hits mostly inhibitors | 390,000 compounds, 0.039% hits; note: % is set by controls: 0 for no effect and ±100 for the full control effect; nearly all actives have a fitted effect of over 75% in size; some results filed as inactive show a strong effect at the top dose
# Target sequence (P49798 whole entry, looked up): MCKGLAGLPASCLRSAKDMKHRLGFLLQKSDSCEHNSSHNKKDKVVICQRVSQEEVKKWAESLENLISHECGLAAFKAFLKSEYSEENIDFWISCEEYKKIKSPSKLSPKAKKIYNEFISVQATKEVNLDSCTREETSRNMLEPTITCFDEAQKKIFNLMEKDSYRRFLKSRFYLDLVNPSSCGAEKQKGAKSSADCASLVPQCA
#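 MLSMR compounds (23 nl, pin-transferred) preincubated 10 min at room temperature with a 500nM (2x) first reagent, then RGS4 at 900nM (2x) plus Transcreener GDP mix added; fluorescence polarization (620/688 nm) read before and after 90 min at 30 °C.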
# RXFP1 agonist = qHTS Assay for Agonists of the Relaxin Receptor RXFP1 | 370,000 compounds, 0.3% hits | Potency, µM (series often up to 57.5 µM), inactives show top-dose activation, usual class: activators | HEK293T-RXFP1 cAMP TR-FRET, 30 min; response scale: percent of porcine relaxin response, buffer zero; note: % is set by controls: 0 for no effect and ±100 for the full control effect; nearly all actives have a fitted effect of over 60% in size; many of its hits are not listed in these tables
#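 HEK293 cells stably expressing RXFP1, treated 30 min at 37C with compounds plus PDE4 inhibitor Ro 20174; cAMP measured by HTRF TR-FRET. Normalized to buffer and 29 nM porcine relaxin; EC50 by Hill fit.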
# The depositor's hits bear a star; ? = inconclusive; . = not tested or not shown; & = joins results of further samples; [ ] = dose if it differs, or a comment. Calls come from the whole dose curve; as a rule, active = well fitted curve in the direction sought with a large enough effect; inconclusive = small, poorly fitted or top-dose-only effect, or another doubt; inactive = no such curve, though single readings can be large; an effect the other way counts as inactive or inconclusive. Potency is the fitted concentration of half-maximal effect. An excerpt, so the mix of outcomes need not match the whole.
# Results follow in this order: TrxR1 substrate, rTrxR1 inhibitor, 12-LOX inh, IDH1 R132H inh, USP1-UAF1 inh, Vif-APOBEC3G blk, Vif-APOBEC3F blk, RGS4 inh, RXFP1 agonist
O=C(CCN1CCN(C(c2ccccc2)c2ccccc2)CC1)N/N=C/c1ccc(O)cc1O
    3%, 11%, ?, -5%, -25%, -1%, -21%, 28%, 1.0%
Cc1ccc(-c2nnc(SCC(=O)Nc3ccc(N4CCOCC4)cc3)o2)cc1
    8%[57.1 µM], 16%[57.1 µM], 7%, 10%, -1%, -1%, 2%, -4%, 1.9%
O=C(Cc1ccc(Cl)cc1)Nc1cccc(S(=O)(=O)N2CCCCC2)c1
    0%, 16%, -6%, 7%, -13%, -2%, 3%, -16%, -0.3%
Cc1cc(N2CCN(C)CC2)ccc1NC(=O)c1cccc(S(=O)(=O)N2CCc3ccccc3C2)c1
    4%, 11%[57.1 µM], 13%, -5%, -25%, -17%, 6%, -30%, 1.1%
O=C(N1CCN(CCO)CC1)N1c2ccccc2CCc2ccccc21
    -2%, 10%, 163%[activator], 0%, -19%, -1%, 3%, -3%, 4.6%
Cc1cc(C)cc(NC(=O)C(=O)NCCc2sc(-c3cccc(F)c3)nc2C)c1
    -4%[57.1 µM], -6%[57.1 µM], 2%, 14%, -23%, 1%, 0%, -31%, 3.7%
CC(C)(C(=O)Nc1nccs1)c1ccccc1
    8%[57.1 µM], 23%[57.1 µM], 451%[activator], 11%, -17%, -4%, 4%, 9%, -2.5%
Cc1ccc(Cn2c(=O)n(Cc3ccco3)c(=O)c3oc4ccccc4c32)cc1
    18%, 22%, -10%, 0%, -2%, 5%, 3%, -2%, 13%
CC(C)(C)C(=O)NC(CC(=O)O)c1ccccc1 (stereo not given)
    6%, 13%, 0%, -2%, -17%, 0%, -2%, 1%, -0.3%
O=C(CSCc1nc2cccnc2n1C1CCCCC1)NCc1cccc(Br)c1
    3%[57.1 µM], 17%[57.1 µM], -14%, 22%, -13%, -4%, 2%, 2%, 1.3%
CC1CCC(=C(C#N)c2nc(-c3cc4ccccc4oc3=O)cs2)CC1 (stereo not given)
    7%, -6%, ., 1%, -20%, 0%, ., ?, 3.1%
COc1ccc(C2C(=O)N(CCc3ccccc3)CC(=O)N2C2CCCCC2)cc1 (stereo not given)
    3%, 12%, -12%, 2%, -13%, 0%, 0%, 0%, -0.4%
CCn1c(=O)c(C(=O)NNC(=O)c2ccccc2Br)c(O)c2ccccc21
    -2%, 13%[0.457 µM], ?, 0%, ?, -4%, 5%, 12%, 1.1%
COC(=O)c1c(NC(=O)c2ccnn2C)sc(C)c1C
    49%[activator], 29%, 0%, 2%, -14%, -1%, 2%, -4%, .
O=C(O)c1cccnc1SCc1cccc(Cl)c1
    6%&6%[57.1 µM], 12%&12%[57.1 µM], 0%&-16%, 4%&21%, -19%&-6%, -1%&-1%, -26%&-2%, 18%&21%, 1.1%&1.5%
COC(=O)c1ccc(C23CC4(C2)[C@H](CN(Cc2ccc(-c5ccccc5)cc2)[C@@H]4c2ccccc2)C3c2ccc(Cl)nc2)cc1 (stereo not given in full)
    9%, 0%, ?, -3%, -35%, -5%, -4%, -13%, 0.0%
COC(=O)c1c(NC(=O)CN2C(=O)NC3(CCc4ccccc4C3)C2=O)sc2c1CCCCC2 (stereo not given)
    1%[57.1 µM], 12%[57.1 µM], -5%, -3%, 6%, -6%, -5%, 8%, 1.0%
CCOc1ccc(CNC(=O)c2cc3c(=O)n(Cc4cccs4)ccc3nc2C)cc1
    15%[57.1 µM], 16%[57.1 µM], -24%, 0%, -22%, 3%, 1%, -8%, -0.7%
CC1(C(=O)NCc2ccccn2)C=CCN1C(=O)c1ccccc1 (stereo not given)
    9%[57.1 µM], 4%[57.1 µM], ?, 0%, -17%, -6%, 1%, 0%, 0.2%
CCOC(=O)C(C)Sc1ncnc2c1nnn2-c1ccc(F)cc1 (stereo not given)
    -5%, -1%, 37%[activator], 11%, -10%, -1%, 3%, 1%, 1.5%
Cc1cccc(NC(=O)NCCN2CCN(c3ccccc3)CC2)c1C
    10%, 23%, -59%, 0%, -17%, -2%, 1%, 0%, -0.1%
Cc1cccc(N(C(=O)Cn2nnc3ccccc32)C(C(=O)NC(C)(C)C)c2ccsc2)c1 (stereo not given)
    12%[57.1 µM], 9%, 4%[57.4 µM], -2%, 2%, -1%, 1%, -19%, 1.3%
O=C1C=C(NCCN2CCOCC2)CC(c2ccccc2)C1 (stereo not given)
    8%, 19%, 10%, -2%, -8%, 3%, -8%, 1%, 1.9%
Cn1cc(-c2ccccc2C(=O)O)c(=O)c2cc(Cl)ccc21
    54%[activator], 27%, -21%, -7%, -20%, -1%, 0%, -6%[56.9 µM], 0.5%
CCN(CC(=O)Nc1ccc(NC(C)=O)cc1)C(=O)CCCc1nc2ccccc2s1
    3%, 0%, 6%, 11%, -10%, -1%, 0%, -12%, -1.4%
Cc1cc(NS(=O)(=O)c2ccccc2)c([N+](=O)[O-])cc1C
    -6%, -7%, -4%, 5%, -1%, -6%, -7%, 14%, 0.7%
COc1ccc(S(=O)(=O)Nc2cccc(-c3ccc(N4CCC(C)CC4)nn3)c2)cc1OC
    1%[57.1 µM], 6%[57.1 µM], 2%, 15%, -20%, -4%, 2%, -22%, 0.3%
Cc1ccc(S(=O)(=O)c2nnn3c2nc(N2CCCC2)c2sccc23)cc1
    5%, 4%, -16%, 9%, 8%, 1%, -6%, 0%, 3.6%
C[C@H]1CN([C@@H](C)CO)C(=O)c2cc(NC(=O)C3CCCCC3)ccc2O[C@H]1CN(C)C(=O)Nc1ccc2c(c1)OCO2
    -9%, -16%, -5%, -3%, -11%, 7%, 2%, 25%, .
CCCNC(=O)c1cc2n(n1)CCCN(Cc1ccc(F)cc1)C2=O
    4%, 15%, -26%, -9%, -12%, 4%, 0%, 23%, 0.6%
CC(C)Oc1ccc(CNC(=O)c2ccc(NC(=O)N3CCSc4ncccc43)cc2)cc1
    -1%, 10%, -10%, 15%, ?, 2%, 3%, 32%, 0.4%
O=C(CSCc1ccc(Cl)cc1Cl)Nc1nccs1
    0%, 3%, -1%, -6%, -24%, 2%, 7%, 3%, 0.2%
Cc1c(Cl)cccc1NS(=O)(=O)c1ccc(-c2cnc(C3CC3)o2)cc1
    -1%[57.1 µM], 11%[57.1 µM], -6%, -2%, -25%, -12%, -13%, -16%, 2.3%
CC(Cl)C(=O)Nc1cc(C(C)(C)C)nn1-c1ccccc1 (stereo not given)
    0%, 11%, -6%, -1%, -23%, 0%, 2%, 5%, 2.7%
Cc1snc(SCC(=O)c2ccc(F)cc2)c1C#N
    5%[57.1 µM], 8%[57.1 µM], -22%, 2%, -7%, -3%, 10%, -6%, 3.5%
NC(=O)c1ccsc1NC(=O)C1CCN(S(=O)(=O)c2cccs2)CC1
    -4%, 6%, -11%, 1%, -7%, 1%, -1%, 13%, 0.0%
COc1ccc(CCNC(=O)Cn2cc(S(=O)(=O)Cc3ccccc3F)c3ccccc32)cc1OC
    -1%, 8%, ?, -7%, -8%, -1%, 1%, -1%, 0.9%
Cc1csc(NC(=O)c2cccc(Cn3nc(C)c(Br)c3C)c2)n1
    -2%[57.1 µM], 7%[57.1 µM], -22%, -4%, -15%, 0%, 3%, -7%, 0.8%
CCCCn1c(=O)[nH]c(=O)c2c1nc(-c1ccc(OCCC)c(OCC)c1)n2C
    10%[57.1 µM], 30%[57.1 µM], 17%, -7%, -3%, 1%, -12%, 4%[56.9 µM], 1.0%
CN(C)CCC1(c2ccccc2)CCN(C)C1=O (stereo not given)
    ., ., -5%, 1%, -18%, -1%, 1%, ., .
Cc1noc(C)c1S(=O)(=O)NCCc1ccc(S(N)(=O)=O)cc1
    -2%, -1%, -18%, 1%, 7%, -3%, ., -5%, -2.6%
CCN1CCN(C(=O)C2CCN(S(=O)(=O)N3CCC4(CC3)OCCO4)CC2)CC1
    2%, 14%, 0%, 2%, ?, 4%, 7%, -31%[56.9 µM], 1.2%
COc1cc(OC)c(C2C(C#N)=C(N)OC3=C2C(=O)CC(C)C3)cc1OC (stereo not given)
    -10%, -17%, -23%, 2%, 1%, -6%, 3%, 2%, 3.3%
CCOC(=O)c1ccc(S(=O)(=O)NNC(=O)COc2cccc(C)c2)cc1
    -6%, 3%, -20%, 0%, -5%, -1%, 2%, 30%, 4.1%
